Fam108B inh – mouse Fam108B serine hydrolase inhibitors, primary screen, counter-screen for RBBP9 inhibitor project, biochemical, fluorescence polarization; recombinant Fam108B, FP-Rh probe fluorescence polarization; AID 1947, 2009; inhibition, % at 9.51 µM; 0.33% of 300,000 active;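 active means inhibition above the screen mean inhibition plus 3 SD, computed separately per campaign, cut at about 18% in these data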;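 further: inhibitors lower polarization as less probe binds the enzyme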
PAFAH1B3 inh – PAFAH1B3 enzyme inhibitors, primary screen, biochemical, fluorescence polarization, human | recombinant PAFAH1B3, FP-rhodamine probe | inhibition, % at 3.39 µM | 0.28% of 340,000 active | AID 492972, 2010 | Platelet-activating factor acetylhydrolase IB subunit alpha1 (Homo sapiens), Q15102;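 active means inhibition above the screen-wide average of all tested compounds plus 3 SD, cut at about 25% in these data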;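 further: 0% = enzyme with DMSO only and 100% = wells lacking PAFAH1B3 protein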
Target sequence (Q15102 whole entry, looked up): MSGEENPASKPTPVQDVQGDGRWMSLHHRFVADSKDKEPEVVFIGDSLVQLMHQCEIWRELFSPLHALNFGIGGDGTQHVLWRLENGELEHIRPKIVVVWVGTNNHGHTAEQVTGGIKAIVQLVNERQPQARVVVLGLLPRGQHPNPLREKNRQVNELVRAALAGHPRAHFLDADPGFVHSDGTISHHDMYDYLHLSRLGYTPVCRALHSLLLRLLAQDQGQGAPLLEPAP
PAFAH2 FP inh – PAFAH2 enzyme inhibitors, primary screen, biochemical, fluorescence polarization, human; inhibition, % at 3.39 µM; 0.99% of 340,000 active; recombinant PAFAH2, FP-rhodamine activity probe;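 active means inhibition above the mean over all tested compounds plus 3 SD, cut at about 30% in these data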;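 further: inhibitors block probe labeling of enzyme so polarization drops; 0% = enzyme with DMSO and 100% = wells lacking PAFAH2 protein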
PAD4 inh – human PAD4 inhibitors, primary screen, biochemical, fluorescence polarization, 1536-well format | recombinant PAD4, RCA probe fluorescence polarization | Protein-arginine deiminase type-4 (Homo sapiens), Q9UM07 | inhibition, % at 6.36 µM | 0.41% of 330,000 active;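 active means percent inhibition above a cutoff equal to the mean of all tested compounds plus 3 SD, cut at about 15% in these data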;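 further: 0% = PAD4 with RCA probe and DMSO and 100% = probe without PAD4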
pPAFAH FP inh – pPAFAH enzyme inhibitors, primary screen, biochemical, fluorescence polarization, human | Platelet-activating factor acetylhydrolase (Homo sapiens), Q13093 | recombinant pPAFAH, FP-rhodamine probe fluorescence polarization | inhibition, % at 3.39 µM | 1.5% of 330,000 active | AID 463082, 2010;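 active means inhibition above the mean inhibition across the screen plus 3 SD, cut at about 25% in these data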;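 further: inhibitors block binding of the rhodamine activity-based probe so polarization drops; 0% = enzyme with DMSO and 100% = wells lacking pPAFAH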
Target sequence (Q13093 whole entry, looked up): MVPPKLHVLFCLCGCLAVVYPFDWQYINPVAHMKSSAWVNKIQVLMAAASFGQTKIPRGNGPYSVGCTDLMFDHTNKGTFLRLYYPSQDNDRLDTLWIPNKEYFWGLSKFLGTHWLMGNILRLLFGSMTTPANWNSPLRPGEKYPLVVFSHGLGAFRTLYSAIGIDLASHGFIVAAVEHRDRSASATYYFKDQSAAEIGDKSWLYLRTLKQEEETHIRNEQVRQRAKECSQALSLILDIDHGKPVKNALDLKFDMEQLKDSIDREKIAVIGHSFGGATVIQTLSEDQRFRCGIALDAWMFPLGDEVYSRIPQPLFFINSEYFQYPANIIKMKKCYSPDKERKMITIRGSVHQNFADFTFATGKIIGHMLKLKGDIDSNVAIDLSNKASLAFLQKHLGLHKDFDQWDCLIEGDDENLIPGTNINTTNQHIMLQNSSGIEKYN
PME-1 inh – PME-1 inhibitors via competitive probe labeling, primary screen, biochemical, fluorescence polarization, FP-Rh probe, HTS. inhibition, % at 5.9 µM. Protein phosphatase methylesterase 1 (Homo sapiens), Q9Y570. recombinant PME-1. AID 2130, 2009. 0.53% of 320,000 active;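 active means inhibition above the campaign mean of all compounds plus 3 SD, cut at about 26% in these data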;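 further: competitive labeling of PME-1 active site by serine hydrolase directed probe; 0% = PME-1 with DMSO and 100% = wells lacking PME-1 enzyme; inhibitors block probe labeling so polarization falls and inhibition rises; many of its hits are not listed in these tables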
Target sequence (Q9Y570 whole entry, looked up): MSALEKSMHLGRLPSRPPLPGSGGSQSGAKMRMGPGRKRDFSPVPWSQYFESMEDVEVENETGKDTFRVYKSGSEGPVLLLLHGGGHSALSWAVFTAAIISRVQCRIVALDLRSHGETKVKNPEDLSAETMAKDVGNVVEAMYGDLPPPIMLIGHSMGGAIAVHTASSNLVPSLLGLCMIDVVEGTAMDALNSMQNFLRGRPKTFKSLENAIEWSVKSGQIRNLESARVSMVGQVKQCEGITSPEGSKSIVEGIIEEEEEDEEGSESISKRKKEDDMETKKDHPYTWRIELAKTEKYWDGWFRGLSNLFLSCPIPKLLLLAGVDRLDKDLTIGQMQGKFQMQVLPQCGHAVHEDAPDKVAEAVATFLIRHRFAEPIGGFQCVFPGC
GSTO1 inh – inhibitors of recombinant GSTO1, primary screen, counter-screen for RBBP9 inhibitor project, biochemical, fluorescence polarization; Glutathione S-transferase omega-1 (Homo sapiens), P78417; activity-based probe fluorescence polarization; inhibition, % at 5.96 µM; 1.1% of 300,000 active;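 active means inhibition above the campaign mean inhibition plus 3 SD, cut at about 35% in these data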;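 further: 0% = GSTO1-1 with DMSO and 100% = wells lacking GSTO1-1 enzyme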
PAFAH1B2 inh – PAFAH1B2 enzyme inhibitors, primary screen, biochemical, fluorescence polarization, human. Platelet-activating factor acetylhydrolase IB subunit alpha2 (Homo sapiens), P68402. recombinant PAFAH1B2, FP-rhodamine activity probe. inhibition, % at 3.39 µM. 1.2% of 340,000 active;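 active means inhibition above the mean of all tested compounds plus 3 SD, cut at about 24% in these data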;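 further: 0% = enzyme with DMSO and 100% = wells lacking PAFAH1B2; many of its hits are not listed in these tables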
LYPLA1 counter – LYPLA1 inhibitors, primary screen, counter-screen for PME1 inhibitor project, biochemical, fluorescence polarization, FP-Rh probe ABPP | Acyl-protein thioesterase 1 (Homo sapiens), O75608 | recombinant LYPLA1 | 0.16% of 320,000 active | inhibition, % at 5.9 µM;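 active means inhibition above the mean of all tested compounds plus 3 SD, set per campaign, cut at about 14% in these data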;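 further: inhibitors block serine hydrolase probe labeling of LYPLA1 so polarization falls; 0% = enzyme with DMSO and 100% = wells lacking LYPLA1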
* marks the source's active call; other numbers are inactive results; / = not tested or not shown. Only part of the results is shown, so the mix of outcomes need not match the whole.

SMILES	Fam108B inh	PAFAH1B3 inh	PAFAH2 FP inh	PAD4 inh	pPAFAH FP inh	PME-1 inh	GSTO1 inh	PAFAH1B2 inh	LYPLA1 counter
COc1ccc(C(=O)Oc2cc(C)[nH]c(=O)c2[N+](=O)[O-])c(OC)c1	1.7	-4.6	1.5	-0.4	-1.1	-2.0	7.9	1.5	0.5
CC(=O)Oc1cccc2c1C(=O)c1c(OC(C)=O)cc(C(=O)O)cc1C2=O	3.0	1.9	3.9	10.6	2.8	9.3	56.3*	2.5	0.6
CCC(C)C(=O)Nc1ccc(OC)cc1OC (centres undefined)	0.3	6.6	8.0	1.9	6.3	-0.9	6.1	-1.3	-1.0
CCn1cc(C(=O)N(C)CC(OC)OC)c(=O)c2cc(S(=O)(=O)N3CCOCC3)ccc21	0.7	0.2	-3.2	3.0	2.4	1.7	-0.3	1.8	-1.1
Cc1cc(C(=O)Nc2ccccc2Cl)n(-c2ccccc2)n1	2.5	11.0	0.0	1.7	6.5	-3.5	6.1	2.1	0.1
Cc1cc(C)c(S(=O)(=O)NCc2cn3c(C)csc3n2)cc1C	0.0	6.0	-4.1	-4.9	0.1	7.1	7.9	9.4	1.3
CCOC(=O)C1=C(C)NC(C)=C(C(=O)OCC)C1C(=O)OCC(=O)N1CCCCC1C (centres undefined)	/	8.2	2.6	-9.3	1.9	-1.1	/	-1.5	2.5
O=C(CSc1cnc2ccccc2n1)NC1CCCC1	-4.0	5.2	2.5	-0.8	-3.0	0.6	-9.5	6.5	2.3
CCOCCCN(C(=O)c1snc(C(N)=O)c1N)C(C(=O)NC1CCCC1)c1ccc(O)c(OC)c1 (centres undefined)	4.2	18.2	3.1	-0.6	-1.9	-5.1	1.7	7.7	4.6
O=C(c1cnn2ccccc12)N(Cc1ccco1)C1CCCC1	3.5	6.0	5.3	1.9	2.4	6.2	1.1	5.2	5.0
COc1cccc(C(=O)Nc2ccc(NC(=O)C3CCCCC3C(=O)O)cc2)c1 (centres undefined)	3.0	0.2	1.0	-0.7	1.0	4.1	-0.3	4.3	-5.3
O=S(=O)(c1ccc(Br)c2ccccc12)N1CCCC1	-4.0	-2.5	2.9	-7.1	-1.8	7.3	-1.6	3.8	-1.4
N#Cc1cccc(-c2cn(S(=O)(=O)c3ccc(Cl)cc3)nc2N)c1	6.9	-7.5	0.9	-0.9	4.3	-2.0	-3.7	5.4	2.3
Cc1ccc(-n2ncc3c(=O)n(CC#N)cnc32)cc1	4.6	6.1	2.7	3.2	3.0	2.1	9.5	0.3	0.8
COc1ccc(C(O)Cc2nccn2C)cc1 (centres undefined)	0.4	5.0	-1.9	3.3	-1.0	-2.5	7.6	5.4	6.0
COc1cccc(CNC(=O)C(NS(=O)(=O)c2ccc3c(c2)CCN3C(C)=O)C(C)C)c1 (centres undefined)	1.1	-3.4	2.5	1.1	-3.0	4.8	-3.6	4.0	3.5
Cc1ccc(C)c(N2CCN(C(=O)c3ccc(Cn4c(=S)[nH]c5ccc(N6CCOCC6)cc5c4=O)cc3)CC2)c1	0.8	2.3	3.9	2.9	27.0*	3.2	3.1	-3.7	-4.1
CCn1cc(S(=O)(=O)c2ccccc2)c(=O)c2cc(F)c(N3CCN(C)CC3)cc21	2.8	6.2	2.9	0.8	5.4	-1.7	4.4	4.7	0.2
COc1ccccc1C(=O)N/C(=C/c1ccc2c(c1)OCO2)C(=O)Nc1cccc(C(=O)O)c1	-5.3	0.4	10.5	4.2	1.7	2.1	12.1	1.3	-6.5
O=C(CSCc1ccc([N+](=O)[O-])cc1)Nc1ccc(S(=O)(=O)N2CCCCCC2)cc1	-5.3	-2.6	-0.9	0.6	8.8	-6.6	-6.1	13.5	-12.1
CCOc1ccc(S(=O)(=O)N2CCCCC2)cc1NC(=O)CN1C(=O)NC(C)(c2ccccc2)C1=O (centres undefined)	-1.8	1.9	-2.0	-3.3	6.1	16.1	-4.9	3.9	-5.1
Cn1c(=O)c2cn(-c3ccc4c(c3)OCCO4)cc2n(C)c1=O	11.7	3.8	3.8	-0.9	-1.0	-15.5	2.8	3.0	-3.1
Cc1ccc(NC2CC(=O)N(Cc3ccccc3)C2=O)cc1 (centres undefined)	5.2	3.5	0.3	3.1	3.0	5.1	2.0	5.5	1.5
COc1ccccc1C1CC(c2c(-c3ccccc3)c3cc(Cl)ccc3[nH]c2=O)=NN1S(C)(=O)=O (centres undefined)	-9.0	-2.2	-0.6	-8.1	10.9	-10.9	-12.6	-6.1	-7.0
CC/C(C)=N\Nc1nc(-c2cc3cc(OC)ccc3oc2=O)cs1	3.2	0.4	7.8	5.1	17.5	-2.6	-65.9	4.0	-1.1
O=C(COC(=O)c1ccc(S(=O)(=O)NCc2ccco2)cc1)NCc1ccc(F)cc1	/	-1.1	6.3	-2.2	21.4	9.3	/	0.2	-2.8
N#Cc1c(-c2ccccc2)nc(SCc2nc(N)nc(N3CCCCC3)n2)[nH]c1=O	2.8	-0.3	-1.9	4.0	-4.6	-3.1	7.0	5.9	-1.0
COc1ccc(CCN=C(N)NS(=O)(=O)c2ccc(OC)cc2)cc1	1.7	1.5	-10.6	2.4	1.6	-3.2	4.7	4.1	-2.7
N#Cc1cc(-c2ccccc2)cnc1Sc1ccccc1	0.0	4.8	-5.6	-4.1	7.2	0.7	2.9	-0.7	-0.9
COCCCn1c(SCC(=O)c2ccccc2)nc2ccccc2c1=O	-2.9	5.2	2.1	-3.1	1.5	0.5	0.6	8.1	-1.5
O=c1c(C=Nc2cccc(C(F)(F)F)c2)c[nH]n1-c1cccc(Cl)n1	-2.4	4.2	-4.2	-7.5	-0.2	1.0	0.2	0.1	4.2
CC(=O)NS(=O)(=O)c1ccc(NC(=O)/C=C/c2cn(-c3ccccc3)nc2-c2ccccc2)cc1	-35.2	-28.2	-67.0	-8.7	-37.5	-54.6	-98.5	-25.1	-30.4
COc1cccc(C2CCCCN(C)C2=O)c1 (centres undefined)	-0.6	6.9	8.7	-2.6	8.7	-3.4	15.8	5.3	-1.4
Nc1c(Cl)cc(C2=NCCn3nc4cc([N+](=O)[O-])ccc4c32)cc1Cl	0.0	5.3	-0.1	-2.8	12.1	3.7	-0.8	-1.6	-3.0
CCOc1ccc(Nc2nc3c(c(=O)[nH]2)CCC3)cc1	-2.1	-0.3	-1.3	-6.1	1.9	-0.1	2.2	5.8	-0.2
Cc1ccc(S(=O)(=O)CC(=O)N2CCCCCC2)cc1	-2.3	-2.1	0.5	2.6	4.2	0.6	1.4	3.5	2.4
c1ccc(Cc2ccc(OCCN3CCOCC3)cc2)cc1	2.8	7.2	-1.8	-5.2	8.3	-5.4	-3.7	6.0	1.5
CCn1cc(C(=O)OCC(=O)c2cc(C)n(-c3cccc(C(F)(F)F)c3)c2C)c(=O)c2ccc(C)nc21	-15.8	-2.3	10.0	-0.8	4.9	-8.8	1.8	-4.3	-6.7
CC(C)(C)NC(=O)/C=C/c1cccc(C(F)(F)F)c1	-1.7	7.8	17.9	3.4	-0.7	-0.7	2.5	3.2	0.2
O=C(COC(=O)c1cccc([N+](=O)[O-])c1)c1ccc(OCc2ccccc2)cc1	3.2	-5.2	6.7	3.0	2.4	2.9	0.8	-0.2	4.4

Brought forward from above: 3 compounds; new compounds follow.
SMILES	Fam108B inh	PAFAH1B3 inh	PAFAH2 FP inh	PAD4 inh	pPAFAH FP inh	PME-1 inh	GSTO1 inh	PAFAH1B2 inh	LYPLA1 counter
CCn1cc(C(=O)OCC(=O)c2cc(C)n(-c3cccc(C(F)(F)F)c3)c2C)c(=O)c2ccc(C)nc21	-15.8	-2.3	10.0	-0.8	4.9	-8.8	1.8	-4.3	-6.7
CC(C)(C)NC(=O)/C=C/c1cccc(C(F)(F)F)c1	-1.7	7.8	17.9	3.4	-0.7	-0.7	2.5	3.2	0.2
O=C(COC(=O)c1cccc([N+](=O)[O-])c1)c1ccc(OCc2ccccc2)cc1	3.2	-5.2	6.7	3.0	2.4	2.9	0.8	-0.2	4.4
CN(C1(C)CCS(=O)(=O)C1)S(=O)(=O)c1cccc([N+](=O)[O-])c1 (centres undefined)	0.4	4.6	4.8	2.6	0.9	2.0	9.2	0.9	3.2
CC(NCc1ccc(-c2ccccc2)cc1)C(O)c1ccccc1 (centres undefined)	6.3	5.3	9.6	2.5	-5.2	5.4	5.4	1.3	-3.6
CC(C)(Oc1ccc(Br)cc1Cl)C(=O)Nc1ccon1	5.5	0.1	3.6	-2.9	-2.0	3.8	3.3	-0.1	-2.6
c1ccc(Cc2noc(CN3CCN(C4CCc5ccccc5C4)CC3)n2)cc1 (centres undefined)	3.7	-2.7	-3.0	2.0	9.5	5.3	3.5	3.3	4.9
CCCCOCCCNS(=O)(=O)Cc1ccccc1	-1.9	4.6	-3.2	2.6	9.8	4.7	-0.7	0.9	0.7
COc1ccc(NC(=O)CN(C)C(=O)c2cc(-c3ccccc3)nc3ccccc23)cc1	-0.6	6.6	-2.6	-5.3	2.0	-8.5	1.2	4.4	-6.0
CCCCCCCC(=O)NNC(=O)c1ccc([N+](=O)[O-])cc1	0.4	2.8	4.8	-0.2	10.8	1.4	1.4	10.1	-2.1
COc1ccc(-c2csc(NC(=O)c3ccoc3C)n2)cc1	-9.2	-1.7	3.6	0.0	0.3	4.6	-1.2	1.2	-3.7
O=C(O)c1ccc(N/N=C/c2cn(Cc3ccc(F)cc3)c3ccccc23)cc1	15.5	5.3	15.4	-0.9	28.9*	12.9	19.9	6.0	2.4
O=C(CCN1CCN(c2ccccc2F)CC1)Nc1ccc2c(c1)OCO2	-0.6	10.8	8.8	-3.4	3.6	4.8	-5.7	-1.1	0.8
CCOC(=O)Cc1cc(=O)[nH]c(/N=C(\N)Nc2ccc(OC)cc2)n1	-4.8	0.6	-1.9	3.7	0.2	-4.5	-2.2	5.8	1.0
O=C1CC(SCc2nc3ccccc3[nH]2)C(=O)N1c1cccc(Cl)c1 (centres undefined)	4.1	10.8	-0.3	-1.2	5.9	-1.7	11.4	13.4	-3.2
CCC(C)NC(=O)C1CCN(S(=O)(=O)N2CCCC2)CC1 (centres undefined)	-1.3	6.3	0.9	3.1	3.8	7.5	2.3	-0.7	0.8
CCOC(=O)C1=C(C)NC(C)=C(C(=O)OCC)C1C	-0.6	0.4	-3.0	0.4	1.9	-5.7	0.2	-0.9	0.1
CCCCn1nnnc1SCC(=O)Nc1cccc(C)c1	0.2	6.4	-7.6	-0.5	0.6	0.1	3.2	7.3	1.4
O=Cc1ccc(Oc2ncccn2)cc1	-5.3	9.9	-0.8	-4.9	-5.2	-8.9	4.2	3.0	-0.6
Oc1nc(Nc2ccc(Cl)cc2Cl)sc1/C=C1\C=Nc2ccccc21	4.5	7.2	8.8	-7.7	10.0	-1.9	15.6	6.5	0.1
